TCR activator = activators of T cell receptors | primary human leukocytes, anti-CD3, IL-2 HTRF, 48 h | Potency, µM (titrated, usually from 9.22 µM), for the others: at the highest dose activation of IL-2 secretion, hits mostly activators | 330,000 tested, under 10 active | AID 504894; note: % of control where 0% means no effect
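Human primary leukocytes + a-CD3 beads + cpd, 48 hr; IL-2 in supernatant by HTRF (ex 320nm / em 665nm). No co-stimulatory signal supplied.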
TSHR antagonist = human thyrotropin receptor antagonism; P16473; TSHR-expressing cells, TSH-stimulated cAMP HTRF, 2 h; stronger effect = lower value; activity change, negative = inhibition, % at 11.5 µM; 330,000 compounds, 0.2% hits; AID 504810;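 active = activity change below a set negative limit, meaning inhibition stronger than a set level, cut at about -70% in these data; inconclusive = activity change between two set negative limits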; note: % is set by controls: 0 for no effect and ±100 for the full control effect
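TSHR-expressing cells, 200/well, pre-treated with compound, then stimulated with EC80 TSH (4nM final) for 2 hours at 37 deg C. cAMP measured by competitive HTRF: anti-cAMP cryptate antibody in lysis buffer plus cAMP-d2, read after 30 minutes at room temperature.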
Eya2 inh = Eya2 (human) phosphatase inhibition; O00167; recombinant Eya2, OMFP fluorescence dephosphorylation (OMFP is methylfluorescein phosphate); Potency, µM (top dose mostly 76.9 µM), for inactives: at the top dose activity, negative = inhibition, hits mostly inhibitors; 330,000 compounds, 0.006% hits; AID 488837; note: potency is the fitted concentration of half-maximal effect; % is set by controls: 0 for no effect and ±100 for the full control effect
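Eya2 protein (added as 0.2 uM solution) was preincubated with compound for 10 min at ambient temperature in 50 mM HEPES pH 7.5, 50 mM NaCl, 5 uM MgCl2, 0.05% BSA, 1 mM DTT. OMFP (added at 50 uM) then reacted 10 min; fluorescence read at 485/525 nm.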
Tb PFK block = blocks T. brucei phosphofructokinase. O15648. T. brucei PFK, ADP-Glo luminescence. Potency, µM (doses to about 57.5 µM), for the others: at the highest dose activity, negative = inhibition, usual class: inhibitors. 330,000 compounds, 0.17% hits. AID 485367;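 note: potency is the fitted concentration of half-maximal effect; 0% = uninhibited 1x PFK enzyme wells and -100% = no-enzyme wells; nearly all actives have a fitted effect of over 60% in size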
Target sequence (O15648 whole entry, looked up): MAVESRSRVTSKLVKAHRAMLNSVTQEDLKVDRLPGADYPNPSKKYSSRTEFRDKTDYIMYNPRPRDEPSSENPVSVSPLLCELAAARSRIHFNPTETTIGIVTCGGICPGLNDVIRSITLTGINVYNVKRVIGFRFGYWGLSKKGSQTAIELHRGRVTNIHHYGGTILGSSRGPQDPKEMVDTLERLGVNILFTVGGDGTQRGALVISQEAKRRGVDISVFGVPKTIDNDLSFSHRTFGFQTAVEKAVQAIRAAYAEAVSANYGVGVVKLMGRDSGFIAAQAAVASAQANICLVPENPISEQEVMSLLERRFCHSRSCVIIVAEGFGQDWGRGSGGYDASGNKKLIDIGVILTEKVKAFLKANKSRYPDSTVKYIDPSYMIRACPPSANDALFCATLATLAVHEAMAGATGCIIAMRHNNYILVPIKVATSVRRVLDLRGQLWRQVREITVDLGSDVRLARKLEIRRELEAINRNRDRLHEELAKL
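Activity is normalized to no-enzyme wells (full inhibition) and 1.25 nM enzyme wells (no inhibition). Reaction: 0.5 mM F6P, 0.1 mM ATP, 45 min RT, ADP-Glo luminescence; concentration-response curves fitted and classed by quality.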
Chronic BCR inh = blocks chronic active B-cell receptor signaling | 340,000 compounds, 0.05% hits | Potency, µM (top dose mostly 46.1 µM), for the others: at the top dose ratio change, negative = lower green/red ratio, usual class: inhibitors | AID 493014 | ABC-DLBCL IkBa-CBG/CBR reporter, luminescence ratio, 4 h; active = well fitted inhibition curve with a large enough effect in the signal ratio, with a control signal flat, not every such curve was filed as active; inconclusive = small, poorly fitted or top-dose-only effect, or effect the other way, or a change in a side signal; the % refers to the signal ratio;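 note: potency is the fitted concentration of half-maximal effect; plate controls were basal doxycycline-induced cells for no effect and cells given 10 µM MG132 for full effect; MG132 reads +100%, hits lower the ratio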
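Compounds up to 46 uM were incubated four hours with TMD8 cells whose green CBG68 luciferase is fused to IkappaBalpha; red CBR luminescence normalised the signal, and concentration-effect curves were fitted to fusion, red and ratio data.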
Mito fusion yeast = mitochondrial division inhibition or fusion activation | S. cerevisiae fusion-defective mutant growth rescue, CellTiterGlo 48 h | Potency, µM (series often up to 46.1 µM), without a hit: at the top dose growth rescue (activation), hits mostly activators | 320,000 compounds, 0.23% hits | AID 485298;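 note: potency is the fitted concentration of half-maximal effect; % of control where 0% means no effect; nearly all actives have a fitted effect of over 45% in size; temperature-sensitive fusion mutants such as fzo1-1 at 37 °C on non-fermentable ethanol glycerol medium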
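Compounds are tested for their ability to restore growth of mitochondrial fusion-defective yeast strains at non-permissive 37C in YPEG medium over 48 hours. Viability is quantified by luciferase luminescence.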
USP2a block = blocks human ubiquitin-specific protease USP2a; AID 463254; O75604; 330,000 compounds, 0.01% hits; USP2 core, Ub-CHOP2 coupled fluorogenic reporter, 485/531; Potency, µM (highest dose often 38.3 µM), for inactives: at the top dose activity change, negative = inhibition, most hits filed as inhibitors;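 note: potency is the fitted concentration of half-maximal effect; plate controls were DMSO wells for no effect and full inhibition by NEM control for full effect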
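Deubiquitinase activity read as fluorescence (485/531 nm) after Ub-CHOP2 cleavage activates the enterokinase reporter on its substrate; USP2 core 10nM, Ub-CHOP2 and substrate 25nM each, 30min compound preincubation then 60min RT; data normalized to NEM, curves fitted.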
B2AR arrestin = beta2AR (human) beta-arrestin recruitment activity; P07550; beta-arrestin recruitment to beta2AR, cell-based reporter; Potency, µM (top dose mostly 46.1 µM), inactives show at the top dose activation, actives largely listed as activators; 330,000 compounds, 0.02% hits;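 note: potency is the fitted concentration of half-maximal effect; 0% = DMSO controls and full agonism = EC100 isoproterenol or metaproterenol; nearly all actives have a fitted effect of over 65% in size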
Target sequence (P07550 whole entry, looked up): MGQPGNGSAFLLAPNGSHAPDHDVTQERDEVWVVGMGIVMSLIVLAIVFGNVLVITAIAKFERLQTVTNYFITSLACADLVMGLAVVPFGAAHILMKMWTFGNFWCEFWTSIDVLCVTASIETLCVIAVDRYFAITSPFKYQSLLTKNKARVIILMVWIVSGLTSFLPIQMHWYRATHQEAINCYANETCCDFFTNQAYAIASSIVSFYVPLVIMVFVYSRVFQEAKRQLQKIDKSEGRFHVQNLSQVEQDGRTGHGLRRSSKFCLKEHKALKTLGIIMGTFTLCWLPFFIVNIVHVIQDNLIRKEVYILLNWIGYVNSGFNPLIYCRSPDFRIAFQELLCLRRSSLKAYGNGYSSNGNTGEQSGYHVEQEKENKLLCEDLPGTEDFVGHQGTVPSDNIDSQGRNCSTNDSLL
PTAP TSG101 blk = blocks PTAP/TSG101 interaction to inhibit HIV-1 budding; Fluorescence polarization, FITC-PTAP peptide / Tsg101 binding; Q99816; Potency, µM (highest dose often 115 µM), for inactives: top-dose activity change, negative = inhibition, hits mostly inhibitors; 340,000 tested, under 10 active; active = well fitted inhibition curve with a large enough effect in the main read-out, with a control signal flat, not every such curve was filed as active; inconclusive = small, poorly fitted or top-dose-only effect, or effect the other way, or a change in a side signal; inactive = no such curve, though single readings can be large or run the other way; note: potency is the fitted concentration of half-maximal effect; % of control where 0% means no effect
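Compounds were pin-transferred onto Tsg101 binding domain (10 uM final) in HEPES pH 7.5 buffer, then FITC-PTAP peptide was added at 50 nM final. After 20 min at RT, polarization reported peptide displacement across a qHTS concentration series.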
ELG1 DNA repair = blocks ELG1-dependent DNA repair in HEK293T cells | HEK293T ELG1-luciferase reporter, luminescence, 16 h; DNA damage induced by 5-fluorouridine | Potency, µM (series often up to 46.1 µM), for the others: top-dose activity change, negative = inhibition, usual class: inhibitors | 330,000 compounds, 2.3% hits; note: potency is the fitted concentration of half-maximal effect; % is set by controls: 0 for no effect and ±100 for the full control effect; nearly all actives have a fitted effect of over 55% in size
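Cells (2,000 per well) received 5-fluorouridine plus test compound or DMSO and were incubated 16 hr at 37 °C, 5% CO2. Luciferase activity was read by luminescence 30 min after ONE-Glo addition; signal suppression marked inhibition of damage-induced ELG1 function.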
uPA generation = blocks generation of uPA at the cell surface. cell surface uPA generation assay, qHTS. Potency, µM (doses to about 38.3 µM), without a hit: at the highest dose activity change, negative = inhibition, most hits filed as inhibitors. 330,000 compounds, 0.31% hits. AID 540303; active = well fitted inhibition curve with a large enough effect; inconclusive = small, poorly fitted or top-dose-only effect; inactive = no such curve, though single readings can be large or run the other way; tested in mouse RAW 264.7 cells; note: potency is the fitted concentration of half-maximal effect; % is set by controls: 0 for no effect and ±100 for the full control effect; nearly all actives have a fitted effect of over 55% in size
An asterisk follows results filed as active; ? = inconclusive; nt = not tested or not shown; [ ] = another dose, or the depositor's remark. Unless noted, calls come from the whole dose curve; as a rule, active = well fitted curve in the direction sought with a large enough effect; inconclusive = small, poorly fitted or top-dose-only effect, or another doubt; inactive = no such curve, though single readings can be large; an effect the other way counts as inactive or inconclusive. Outcome played no part in choosing rows; 3% or so of the library scored in one or more.

Values run as follows: TCR activator, TSHR antagonist, Eya2 inh, Tb PFK block, Chronic BCR inh, Mito fusion yeast, USP2a block, B2AR arrestin, PTAP TSG101 blk, ELG1 DNA repair, uPA generation
1) Cc1cc(=O)oc2c(C)c(OC(C)C(=O)NCCN3CCOCC3)ccc12 (configuration not stated)
  -1%, -19, -1%, 5%, -5%, 3%, 1%, -0.9%, -3%, ?, -1%
2) O=C(COC(=O)CNC(=O)C12CC3CC(CC(C3)C1)C2)NC1CCS(=O)(=O)C1 (configuration not stated)
  -3%[46.1 µM], 11, -2%, 0%, ?, -6%, -1%, -0.5%, -5%, -3%, -1%
3) NC(=O)c1ccc(-c2nnn(CC(=O)N(C3CCCCC3)C3CCS(=O)(=O)C3)n2)cc1 (configuration not stated)
  -2%, 0, 3%, 4%, ?, 0%, 4%, 12%, -2%, 14%, -2%
4) COC(=O)NNC(=O)COc1ccc(Cl)cc1
  -7%, 5, 5%, -15%, -1%, 0%, -1%, 0.1%, -10%, 9%, nt
5) COc1cc(OC)cc(-c2c(-c3cccs3)c3cc(-c4ccc(OC)nc4)ccc3n2C)c1
  1%, -4, -12%, -1%, 4%, -3%, 1%, 0.4%, -1%, ?, 7%
6) Cc1ccc(NS(=O)(=O)c2ccc(Cl)c(C(=O)O)c2)cc1S(=O)(=O)N1CCOCC1
  -2%[46.1 µM], -3, -3%, -4%, -6%, -2%, 1%, 0.2%, 0%, 28%, -2%
7) CCOc1ccccc1N1CC(C(=O)Nc2ccccc2CC)CC1=O (configuration not stated)
  2%, -4, -9%, 13%, 0%, -3%, 3%, 0.0%, -2%, 10%, -2%
8) Nc1ccc2nc(-c3cccc(-c4nc5ccc(N)cc5[nH]4)c3)[nH]c2c1
  6%, 4, -12%, ?, ?, -7%, ?, -0.2%, 2%, 6%, -2%
9) COCCNC(=O)CC(=O)N/N=C/c1cccc(C(=O)OC)c1
  0%, -11, -3%, 2%, -1%, -6%, 0%, 0.1%, -4%, -1%, 1%
10) NC(=O)c1sc2nc(-c3cccs3)ccc2c1N
  0%, -1, 2%, 6%, 4%, 13%, 1%, 0.2%, -6%, ?, ?
11) CCCN(CCO)Cc1cccc(Br)c1
  -2%, -1, 16%, 0%, 1%, -5%, -1%, -1.0%, -7%, 10%, nt
12) COc1ccc(OC2C(=O)N(Cc3ccc4c(c3)OCO4)C2c2sccc2C)cc1 (configuration not stated)
  4%, -12, ?, -2%, 3%, 5%, -1%, -0.3%, -8%, ?, -8%
13) CN(c1ccc(C(=O)NCCCn2ccnc2)cc1)S(C)(=O)=O
  -7%, 1, -14%, -1%, 0%, 0%, 1%, -0.2%, -3%, -7%, 5%
14) CCOC(=O)NC1(C(F)(F)F)NC(=O)N(Cc2ccco2)C1=O (configuration not stated)
  -6%, -3, 4%, -9%, ?, 0%, 0%, -0.1%, -8%, 3%, nt
15) COc1ccc(-c2[nH]c(-c3ccc(SC)cc3)nc2SCC(=O)Nc2nccs2)cc1
  -2%[46.1 µM], -6, -2%, -2%, -4%, 12%, -13%, -0.5%, 2%, ?, -12%
16) O=C(/C=C/c1ccc(Cl)cc1)NCCN1CCOCC1
  13%, -2, 3%, 0%, 9%, 0%, 1%, 0.5%, -4%, -8%, 0%
17) Cn1c(=O)c2ccccc2n2c(=S)[nH]nc12
  -4%, -8, 0%, 0%, -1%, 11%, -1%, -0.8%, -5%, -2%, 7%
18) O=[N+]([O-])c1ccc2nc(NS(=O)(=O)c3ccc(F)cc3)sc2c1
  -20%, -4, 11%, 0%, ?, -5%, -1%, -0.2%, -6%, 3%, -12%
19) CCC(C)C(=O)Nc1nnc(SCC(=O)N2C(C)CCCC2C)s1 (configuration not stated)
  -2%, -6, -1%, 0%, -27%, -1%, -1%, -0.6%, -3%, ?, -6%
20) COc1ccc(N(C)S(=O)(=O)c2ccc(C)cc2)c([N+](=O)[O-])c1
  -2%, -5, -2%, -1%, -3%, -1%, 1%, -0.2%, -10%, 13%, -2%
21) CC(C)(C)CC(C)(C)NC(=O)c1ccc2snnc2c1
  3%, 9, 16%, 1%, -1%, 1%, 10%, -0.7%, -2%, -9%, -2%

Reprinted at random: three entries already listed, in no set order.
Values run as follows: TCR activator, TSHR antagonist, Eya2 inh, Tb PFK block, Chronic BCR inh, Mito fusion yeast, USP2a block, B2AR arrestin, PTAP TSG101 blk, ELG1 DNA repair, uPA generation
9) COCCNC(=O)CC(=O)N/N=C/c1cccc(C(=O)OC)c1
  0%, -11, -3%, 2%, -1%, -6%, 0%, 0.1%, -4%, -1%, 1%
15) COc1ccc(-c2[nH]c(-c3ccc(SC)cc3)nc2SCC(=O)Nc2nccs2)cc1
  -2%[46.1 µM], -6, -2%, -2%, -4%, 12%, -13%, -0.5%, 2%, ?, -12%
1) Cc1cc(=O)oc2c(C)c(OC(C)C(=O)NCCN3CCOCC3)ccc12 (configuration not stated)
  -1%, -19, -1%, 5%, -5%, 3%, 1%, -0.9%, -3%, ?, -1%

Of the compounds above, these have an NH in an aromatic ring:
Values run as follows: TCR activator, TSHR antagonist, Eya2 inh, Tb PFK block, Chronic BCR inh, Mito fusion yeast, USP2a block, B2AR arrestin, PTAP TSG101 blk, ELG1 DNA repair, uPA generation
8) Nc1ccc2nc(-c3cccc(-c4nc5ccc(N)cc5[nH]4)c3)[nH]c2c1
  6%, 4, -12%, ?, ?, -7%, ?, -0.2%, 2%, 6%, -2%
15) COc1ccc(-c2[nH]c(-c3ccc(SC)cc3)nc2SCC(=O)Nc2nccs2)cc1
  -2%[46.1 µM], -6, -2%, -2%, -4%, 12%, -13%, -0.5%, 2%, ?, -12%
17) Cn1c(=O)c2ccccc2n2c(=S)[nH]nc12
  -4%, -8, 0%, 0%, -1%, 11%, -1%, -0.8%, -5%, -2%, 7%

Screening data deposited in PubChem by National Center for Advancing Translational Sciences (NCATS).
